TbPYK inhibitor – blocks Trypanosoma brucei pyruvate kinase; Q57TT1; TbPYK enzyme, Kinase-Glo Plus ATP luminescence, 45 min; Potency, µM (doses to about 76.8 µM), for the others: at the highest dose activity, negative = inhibition, actives largely listed as inhibitors; 0.12% of 410,000 active; AID 624173; active means well fitted inhibition curve with a large enough effect; further: nearly all actives have a fitted effect of over 50% in size
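Readout: single end-point luminescence (Kinase-Glo Plus, 10 min). Reaction conditions were TbPYK/substrate plus 130 uM ADP, 45 min at RT, pH 7.2 TEA buffer. No-enzyme wells served as controls, and data were normalized before concentration-response fitting.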
Starred values were filed as active, the others as inactive. On the % scale 0 is the no-effect control and ±100 the full control effect; potency means the concentration at half of the fitted maximal effect. The list is partial; rates above refer to the full screens.

Screening CCCCOc1cccc(C(=O)Nc2sc3c(c2C(=O)OCC)CCCC3)c1 returned TbPYK inhibitor -20%.
Screening CC(C)C[C@@H](CN1CCC[C@@H]1CN1C(=O)C(=O)NC[C@@H]1Cc1ccccc1)N1C[C@H](Cc2ccccc2)N(CC2CCCCC2)C(=O)C1=O returned TbPYK inhibitor -10%.
For CCC1CCCCN1C(=O)Cn1c(=O)n(CCCCCC(=O)NCc2ccccc2Cl)c(=O)c2sccc21 (stereo unspecified) the results were TbPYK inhibitor -5%.
For COc1ccc(C2N3CC4(C)CN2CC(c2ccccc2)(C3)C4=O)cc1 (stereo unspecified) the results were TbPYK inhibitor 0%.
CC1(C(=O)NS(=O)(=O)c2ccc(C#N)cc2)CCN1C(=O)Cc1cc(F)ccc1F (stereo unspecified) was read as TbPYK inhibitor 1%.
CCN(CC)CCCNC(=O)C(C)n1nc(C)n2c(cc3occc32)c1=O (stereo unspecified) was read as TbPYK inhibitor 1%.
For Cc1ccccc1NS(=O)(=O)c1ccc2c(c1)CCC(=O)N2 the results were TbPYK inhibitor -1%.
For COc1ccc(N2CCN(c3oc(-c4ccccc4C)nc3S(=O)(=O)c3ccccc3)CC2)cc1 the results were TbPYK inhibitor -1%.
`COc1cc(CNc2ccc3[nH]c(=O)[nH]c3c2)cc(Cl)c1OCc1ccccc1F` gave TbPYK inhibitor -4%.
`O=C(Cn1c(=O)nc(-c2ccccc2)c2ccccc21)Nc1cccc(C(F)(F)F)c1` gave TbPYK inhibitor 4%.
Screening Cc1ccc(NC(=O)Nc2nnc(N3CCCC3)s2)cc1 returned TbPYK inhibitor -1%.
For CCOc1ccc(CCNC(=O)CCSCc2ccc(Cl)cc2)cc1OCC the results were TbPYK inhibitor 0%.
For O=C(c1cnccn1)N1CCC[C@@]2(CCN(c3ccncc3)C2)C1 the results were TbPYK inhibitor 5%.
Screening CCOC(=O)C1CCN(C(=O)Cn2c(=O)cc(C)c3c(C)nn(C)c32)CC1 returned TbPYK inhibitor 3%.
`Cc1ccc(Cn2cc(/C=C(/C#N)C(=O)Nc3cccc(Cl)c3)c3ccccc32)cc1` gave TbPYK inhibitor -4%.
CCN(C(=O)c1cc2c(Cl)nc3ccccc3c2s1)c1cccc(Cl)c1 was read as TbPYK inhibitor -2%.
Screening Cc1ccc(Cl)cc1NC(=O)CN1C=NS(=O)(=O)c2ccccc21 returned TbPYK inhibitor 1%.
Screening O=C(Cn1nnnc1-c1ccccc1F)Nc1ccc(F)c(F)c1 returned TbPYK inhibitor -3%.
Screening Cc1nc(C(F)(F)F)ccc1C(=O)N1CCC1(C)C(=O)NCc1ccc(Cl)cc1 (stereo unspecified) returned TbPYK inhibitor 5%.
For CCOC(=O)c1ccccc1NS(=O)(=O)c1c(-c2ccc(C)cc2)csc1C(=O)OC the results were TbPYK inhibitor 4%.
For O=C(c1cccc(F)c1)N1CCC2(CC1)CN(c1ccccc1)C2 the results were TbPYK inhibitor 6%.
For CCN(CC)CCCNc1cc(-c2ccccc2)nc(C)n1 the results were TbPYK inhibitor 1%.
O=C(Cn1c(=O)n(Cc2ccc3c(c2)OCO3)c(=O)c2oc3ccccc3c21)Nc1ccccc1F was read as TbPYK inhibitor -5%.
For CCS(=O)(=O)N1Cc2cc(C(=O)NCCOC)nc(-c3cccc(-c4ccncc4)c3)c2[C@@H]1CCO the results were TbPYK inhibitor 3%.
COc1cc2oc(=O)cc(CN3CCN(c4ccc(Cl)c(Cl)c4)CC3)c2cc1Cl was read as TbPYK inhibitor 3%.
Screening CCCCNC(=O)C1(C)CCCCN1C(=O)c1c(F)ccc(C)c1F (stereo unspecified) returned TbPYK inhibitor -7%.
Cc1ccccc1Cc1c(C)nc2nc(SCC(=O)NCCc3ccc(Cl)cc3)nn2c1C was read as TbPYK inhibitor 0%.
For Cc1nc2ccc(S(=O)(=O)CCC(=O)Nc3ccc(C(C)C)cc3)cc2s1 the results were TbPYK inhibitor -13%.
For Cc1ccc2nc(-c3ccc(Cl)cc3)c(Cc3cccc(Cl)c3)n2c1 the results were TbPYK inhibitor -1%.
For C#CCn1c(/C=C/c2ccc(Cl)cc2)nc2ccccc21 the results were TbPYK inhibitor -4%.
Screening Cn1nnc2cc(NC(=O)Nc3ccccc3F)ccc21 returned TbPYK inhibitor -3%.
`CC1CCCCN1CC(=O)N1CCCc2c1c(=O)oc1ccc(OCc3ccccc3)cc21` (stereo unspecified) gave TbPYK inhibitor -10%.
`O=C1C(=Cc2cn(-c3ccccc3)nc2-c2ccc(OCc3ccccc3)cc2)SC(=S)N1CCS(=O)(=O)O` gave TbPYK inhibitor -1%.
C[C@@H]1CN([C@H](C)CO)C(=O)c2cc(Br)cnc2O[C@H]1CN(C)C(=O)Cc1ccncc1 was read as TbPYK inhibitor 3%.
Screening Cc1cn2c(=O)cc(COc3cc(C)c(Cl)c(C)c3)nc2s1 returned TbPYK inhibitor 5%.
For CCCCC(c1nc2ccccc2[nH]1)n1c(-c2ccccc2)nc2cc(C)c(C)cc21 (stereo unspecified) the results were TbPYK inhibitor -13%.
`CCC(=O)c1ccc(OCC(=O)OCc2csc(CC(=O)Nc3ccccc3C)n2)cc1` gave TbPYK inhibitor 2%.
`OCCN1CCN(CCCN2c3ccccc3CCc3ccccc32)CC1` gave TbPYK inhibitor 4%.
`CC1(Cc2ccc(F)cc2)C(=O)Nc2ccc(S(=O)(=O)NC3CCCCC3)cc21` (stereo unspecified) gave TbPYK inhibitor 6%.
CCOc1ccccc1C(=O)N(Cc1ccccc1F)C1CCS(=O)(=O)C1 (stereo unspecified) was read as TbPYK inhibitor -1%.
CCc1ccc2occ(CC(=O)N(Cc3ccc(N(C)C)cc3)C3CCS(=O)(=O)C3)c2c1 (stereo unspecified) was read as TbPYK inhibitor -7%.
CC(=O)O[C@]1(C(=O)CO)[C@@H](C)C[C@H]2[C@@H]3CCC4=CC(=O)C=C[C@]4(C)[C@@]3(F)[C@@H](O)C[C@]21C was read as TbPYK inhibitor 4%.
For Cc1ccc(NCc2cccn2-c2nnc(N3CCC(C(=O)NCCc4ccc(Cl)cc4)CC3)s2)cc1 the results were TbPYK inhibitor -4%.
For COC(=O)[C@@H]1N=C(c2ccc(OC)cc2)O[C@]12C(=O)N(C)c1ccc(Cl)cc12 the results were TbPYK inhibitor 4%.
Screening CC1=C(C(=O)N(C)C)CC(CC(=O)NC(c2ccccc2)c2ccccc2)C(=O)N1Cc1ccccc1 (stereo unspecified) returned TbPYK inhibitor 2%.
`CC1CCC(NC(=O)CCc2cn(Cc3ccccc3Cl)c3ccccc23)CC1` (stereo unspecified) gave TbPYK inhibitor -1%.
Screening CCCOc1ccccc1C(=O)Nc1ccc(-c2nc3ccc(C)cc3s2)cc1 returned TbPYK inhibitor -2%.
Cc1ccccc1-c1noc(CSc2nnc(Cc3ccccc3)n2-c2ccc(F)cc2)n1 was read as TbPYK inhibitor 1%.
For Cc1ccc(CNC(=O)c2cn(C)c3ccc(S(=O)(=O)N(C)C4CCCCC4)cc3c2=O)cc1 the results were TbPYK inhibitor -6%.
COc1cc(-c2nnc(SCCOc3ccc(C)c(Cl)c3)o2)cc(OC)c1OC was read as TbPYK inhibitor 1%.
Cc1cc(C)cc(Cn2c3ccc(NC(=S)NCc4ccccc4F)cc3c(=O)n2C)c1 was read as TbPYK inhibitor -14%.
COc1ccc(C(=O)N2CCC(C)(C(=O)NS(=O)(=O)C3CC3)C2)cc1F (stereo unspecified) was read as TbPYK inhibitor 0%.
For CNc1ccc(-c2ccccc2OC)cn1 the results were TbPYK inhibitor 6%.
Screening FC(F)(F)c1cccc(N2CCN(c3ncnc4c3nc3n4CCCC3)CC2)c1 returned TbPYK inhibitor 2%.
`O=S(=O)(NCc1cccc(Br)c1)c1ccc(-c2cc(C(F)(F)F)on2)s1` gave TbPYK inhibitor 2%.
Cc1ccc(CN2CCCC2(C)C(=O)NC(C)C)cc1 (stereo unspecified) was read as TbPYK inhibitor 0%.
COCc1cccc(-c2csc(C(NC(C)=O)c3cccc(F)c3)n2)c1 (stereo unspecified) was read as TbPYK inhibitor 2%.
For C#CCN(C[C@@H]1[C@@H](OC(=O)NCc2ccccc2F)[C@@H](OC(=O)NCc2ccccc2F)Cn2c(=O)ccc(=O)n21)S(=O)(=O)c1ccc(C)cc1 the results were TbPYK inhibitor -8%.
CCCNC(=O)CCC(=O)N1Cc2cccc(OC)c2Oc2ncccc21 was read as TbPYK inhibitor 6%.
Screening Cc1cccc(NC(=O)c2ccc(Cn3nc(N4CCN(c5ccccc5)CC4)ccc3=O)o2)c1C returned TbPYK inhibitor -3%.
Screening Cc1noc(/C=C/c2ccccc2F)c1S(=O)(=O)N1CCC(C(=O)NCC(C)c2ccccc2)CC1 (stereo unspecified) returned TbPYK inhibitor 2%.
`O=C(CN1C(=O)COc2ccc(S(=O)(=O)NC3CCCC3)cc21)NCc1ccccc1Cl` gave TbPYK inhibitor 3%.
For Cc1csc2nc(-c3cccc(NC(=O)c4ccccc4Cl)c3)cn12 the results were TbPYK inhibitor 4%.
Screening CC1(Oc2cccc(F)c2)CCN(Cc2ccc(-c3ccccn3)cc2)C1 (stereo unspecified) returned TbPYK inhibitor -5%.
`Cc1ccc(OCC(=O)N2CCc3ccccc3C2)cc1C` gave TbPYK inhibitor -6%.
`COc1cc(/C=C/c2nc(C#N)c(NCCc3ccccc3)o2)cc(OC)c1OC` gave TbPYK inhibitor -2%.
CNC(=O)CSc1nnc(NC(=O)Nc2ccccc2)s1 was read as TbPYK inhibitor -23%.
CCOc1ccc(OCC)c(NS(=O)(=O)c2c(C(=O)N3CCCCCC3)c(C)n(C)c2C)c1 was read as TbPYK inhibitor -8%.
`CCOC(=O)c1cccc(NC(=O)Cn2ncc3c4ccccc4n(Cc4ccccc4)c3c2=O)c1` gave TbPYK inhibitor -8%.
Screening COc1cccc(C(=O)Nc2ccccc2SCc2cc(=O)c3cccc(C)c3[nH]2)c1 returned TbPYK inhibitor -7%.
`COc1ccc(N2CCN(C(=O)c3cnc(N4CCCC4)nc3C)CC2)cc1` gave TbPYK inhibitor -7%.
For Cc1ccc(CN2C(=O)c3ccccc3Sc3ccc(C(=O)OCc4ccco4)cc32)cc1 the results were TbPYK inhibitor 4%.
For CC(=O)Nc1cc(-c2ccc(C(=O)NC3CC3)cc2)cn2c(-c3ccc(F)c(Cl)c3)cnc12 the results were TbPYK inhibitor 0%.
Screening CCOc1c(CNCCSc2nnnn2C)cccc1OC returned TbPYK inhibitor 0%.
Screening Cc1nn(C(C)C(=O)NCc2cccc(F)c2)c(=O)c2c1sc1ccccc12 (stereo unspecified) returned TbPYK inhibitor -7%.
COC(=O)c1c(C)oc2ccc(N(C(=O)Oc3ccccc3)S(=O)(=O)c3ccc(C(C)(C)C)cc3)cc12 was read as TbPYK inhibitor 2%.
c1ccc(CNc2nc(NCCOc3ccccc3)c3sccc3n2)cc1 was read as TbPYK inhibitor -12%.
Screening CC(=O)N1c2ccc(S(=O)(=O)NCCc3cccc(C)c3)cc2CC1C (stereo unspecified) returned TbPYK inhibitor 2%.
`CC(C)=CCC[C@H](C)C[C@@H]1Cc2[nH]c(=S)[nH]c(=O)c2[C@@H](c2ccc(F)cc2)O1` gave TbPYK inhibitor 4%.
For Cc1ccc(S(=O)(=O)N2CCCOC2CNC(=O)C(=O)NCCc2ccco2)cc1 (stereo unspecified) the results were TbPYK inhibitor -4%.

14 entries already listed, sorted by formula weight, falling:
COC(=O)c1c(C)oc2ccc(N(C(=O)Oc3ccccc3)S(=O)(=O)c3ccc(C(C)(C)C)cc3)cc12 was read as TbPYK inhibitor 2%.
Screening Cc1noc(/C=C/c2ccccc2F)c1S(=O)(=O)N1CCC(C(=O)NCC(C)c2ccccc2)CC1 (stereo unspecified) returned TbPYK inhibitor 2%.
CCOc1ccc(OCC)c(NS(=O)(=O)c2c(C(=O)N3CCCCCC3)c(C)n(C)c2C)c1 was read as TbPYK inhibitor -8%.
For Cc1ccc(CN2C(=O)c3ccccc3Sc3ccc(C(=O)OCc4ccco4)cc32)cc1 the results were TbPYK inhibitor 4%.
For Cc1ccc(S(=O)(=O)N2CCCOC2CNC(=O)C(=O)NCCc2ccco2)cc1 (stereo unspecified) the results were TbPYK inhibitor -4%.
Screening COc1cccc(C(=O)Nc2ccccc2SCc2cc(=O)c3cccc(C)c3[nH]2)c1 returned TbPYK inhibitor -7%.
`COc1cc(/C=C/c2nc(C#N)c(NCCc3ccccc3)o2)cc(OC)c1OC` gave TbPYK inhibitor -2%.
`CC(C)=CCC[C@H](C)C[C@@H]1Cc2[nH]c(=S)[nH]c(=O)c2[C@@H](c2ccc(F)cc2)O1` gave TbPYK inhibitor 4%.
Screening Cc1nn(C(C)C(=O)NCc2cccc(F)c2)c(=O)c2c1sc1ccccc12 (stereo unspecified) returned TbPYK inhibitor -7%.
c1ccc(CNc2nc(NCCOc3ccccc3)c3sccc3n2)cc1 was read as TbPYK inhibitor -12%.
Screening CC(=O)N1c2ccc(S(=O)(=O)NCCc3cccc(C)c3)cc2CC1C (stereo unspecified) returned TbPYK inhibitor 2%.
For Cc1csc2nc(-c3cccc(NC(=O)c4ccccc4Cl)c3)cn12 the results were TbPYK inhibitor 4%.
CNC(=O)CSc1nnc(NC(=O)Nc2ccccc2)s1 was read as TbPYK inhibitor -23%.
`Cc1ccc(OCC(=O)N2CCc3ccccc3C2)cc1C` gave TbPYK inhibitor -6%.

(next part)
CCCC(=O)N1CCCC1(C)C(=O)Nc1ccc2cn[nH]c2c1 (stereo unspecified) was read as TbPYK inhibitor 1%.
For CCCCCSc1nc2sc3c(c2c(=O)n1-c1ccc(OC)cc1)CCN(C(C)=O)C3 the results were TbPYK inhibitor -1%.
For Cc1ccc(CSc2nc3cccnc3n2Cc2ccc(C(=O)NCCc3ccccc3)cc2)cc1 the results were TbPYK inhibitor 0%.
`Cc1ccc(NC(=O)Cn2c(=O)n(CCC(=O)N3CCc4ccccc4C3)c(=O)c3ccccc32)cc1` gave TbPYK inhibitor 6%.

High-throughput results deposited in PubChem BioAssay by National Center for Advancing Translational Sciences (NCATS).
